# Sm TGR inh – blocks Schistosoma mansoni thioredoxin glutathione reductase. Potency, µM (series often up to 114 µM), for inactives: at the highest dose activity change, negative = inhibition, most hits filed as inhibitors. Q962Y6. purified TGR, DTNB reduction, TNB absorbance 405 nm. hit rate 3% among 360,000; further: potency means the concentration at half of the fitted maximal effect; nearly all actives have a fitted effect of over 60% in size
#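 Kinetic colorimetric format: TGR-catalysed, NADPH-driven DTNB reduction monitored via TNB absorbance. Enzyme dispensed at 20 nM; compound exposure 15 min at room temperature before reaction start.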
# HCV inh – inhibitors of hepatitis C virus infection; Huh7.5.1 HCVcc-Cre infection, luciferase reporter, 44 h; Potency, µM (series often up to 41.8 µM), inactives show at the top dose activity change, negative = inhibition, hits mostly inhibitors; hit rate 3.4% among 340,000; AID 651820; further: potency means the concentration at half of the fitted maximal effect
#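 Infectious HCV cell culture screen: compound-treated cells (1,000/well, pre-plated 4 h) are infected with HCVcc-Cre at roughly 0.5 moi and grown 44 h. Infection is quantified by luciferase signal after 15 min substrate incubation at room temperature.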
# AmpC inh detg – AmpC beta-lactamase inhibition with detergent present | P00811 | AmpC hydrolysis of nitrocefin, absorbance 480 nm, 0.01% Triton | Potency, µM (doses to about 114 µM), inactives show top-dose activity change, negative = inhibition, hits mostly inhibitors | hit rate 0.041% among 370,000;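 further: potency means the concentration at half of the fitted maximal effect; 0% = no-compound wells and -100% = no-enzyme wells; nearly all actives have a fitted effect of over 25% in size; some results filed as inactive show a strong effect at the top dose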
# Target sequence (P00811 whole entry, looked up): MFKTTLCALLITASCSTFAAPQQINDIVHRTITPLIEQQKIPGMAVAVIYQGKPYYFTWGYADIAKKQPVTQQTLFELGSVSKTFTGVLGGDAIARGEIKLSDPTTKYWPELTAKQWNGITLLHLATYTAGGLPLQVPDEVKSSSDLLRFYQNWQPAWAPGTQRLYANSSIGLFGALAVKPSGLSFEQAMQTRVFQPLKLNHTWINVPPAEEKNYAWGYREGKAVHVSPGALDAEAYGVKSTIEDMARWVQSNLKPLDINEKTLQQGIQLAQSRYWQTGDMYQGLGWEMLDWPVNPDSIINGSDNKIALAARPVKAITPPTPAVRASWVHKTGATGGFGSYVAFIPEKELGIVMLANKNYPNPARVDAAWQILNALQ
#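 20 mM phosphate pH 7.0 + 0.01% (detergent screen) or 0.0001% Triton X-100; 5.3 nM AmpC reagent; cpd preinc 15 min RT; nitrocefin (800 uM stock) to start; A480 q20 s × 4 min; Activity was normalised to no-enzyme and no-compound control wells.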
# Giardia FBPA inh – Giardia lamblia aldolase inhibition | A8B2U2 | purified Giardia FBPA | Potency, µM (highest dose often 59.6 µM), for the others: at the top dose activity, negative = inhibition, most hits filed as inhibitors | hit rate 0.71% among 290,000; further: potency means the concentration at half of the fitted maximal effect; nearly all actives have a fitted effect of over 55% in size
# Target sequence (A8B2U2 whole entry, looked up): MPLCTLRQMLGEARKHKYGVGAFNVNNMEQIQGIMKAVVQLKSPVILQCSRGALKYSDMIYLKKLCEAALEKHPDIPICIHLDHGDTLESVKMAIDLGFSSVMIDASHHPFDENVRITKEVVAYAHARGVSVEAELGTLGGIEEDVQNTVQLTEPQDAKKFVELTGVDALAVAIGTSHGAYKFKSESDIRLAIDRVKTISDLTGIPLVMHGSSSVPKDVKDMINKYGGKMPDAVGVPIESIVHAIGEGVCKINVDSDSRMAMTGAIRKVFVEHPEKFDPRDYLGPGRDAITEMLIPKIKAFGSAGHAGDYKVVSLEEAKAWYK
#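 Giardia FBPA (40 nM reagent) was preincubated 10 min at RT with compound (up to 57.5 uM final), then substrate plus GAPDH/TPI/NAD/arsenate coupling system with diaphorase/resazurin was added; resorufin fluorescence (525/598 nm) was read after 20 min.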
# HCMV antiviral – human cytomegalovirus inhibition | hit rate 4.5% among 410,000 | HFF cells, HCMV-luciferase reporter, 72 h; hits give low values | activity change, negative = inhibition, % at 57.5 µM | AID 1259415; in the data active means activity change below about -60%; inconclusive means no clear call, values can overlap the other calls; inactive means above about -39%
#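 Steps: HFFs plated, 16 h 37C; compounds added; HCMV-luciferase added to MOI 1 PFU/cell; 72 h 37C; OneGlo reagent, 5 min room temperature; luminescence read, normalized to controls.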
# AmpC inh no detg – AmpC beta-lactamase inhibition without detergent; Potency, µM (titrated, usually from 57.1 µM), without a hit: at the top dose activity change, negative = inhibition, actives largely listed as inhibitors; P00811; AID 485341; hit rate 0.52% among 330,000; AmpC nitrocefin hydrolysis, absorbance 480 nm, 0.0001% Triton;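 further: potency means the concentration at half of the fitted maximal effect; plate controls were no compound for no effect and no enzyme for full effect; nearly all actives have a fitted effect of over 20% in size; some results filed as inactive show a strong effect at the top dose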
#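 AmpC (5.3 nM in the dispensed reagent) in 20 mM phosphate pH 7.0 with 0.01% (detergent screen) or 0.0001% Triton X-100 was preincubated with compounds for 15 min at room temperature. Nitrocefin was then added from an 800 uM solution, and hydrolysis was followed at 480 nm.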
# Active calls of the source: *; u = inconclusive; x = not tested or not shown; & = joins results of further samples; [ ] = another dose, or the depositor's remark. Unless noted, the call rests on the fitted dose curve; in most records, active means well fitted curve in the direction sought with a large enough effect; inconclusive means small, poorly fitted or top-dose-only effect, or another doubt; inactive means no such curve, though single readings can be large; an effect the other way counts as inactive or inconclusive. Unless noted, on the % scale 0 is the no-effect control and ±100 the full control effect.
# Fields – Sm TGR inh, HCV inh, AmpC inh detg, Giardia FBPA inh, HCMV antiviral, AmpC inh no detg
O=C(OC(C(=O)NCc1ccc(F)cc1)c1ccccc1)c1ccco1 (configuration not stated)
 : -10%, 21%, -4%, x, -10, -6%
O=C(COC(=O)c1c(Cl)ccc(Cl)c1Cl)NCC1CCCO1 (configuration not stated)
 : x, 2%, x, x, -17, -6%
Nc1cc(OCC(F)(F)F)cc(OCC(F)(F)F)c1
 : 0%, 15%, -1%, u, 58, -17%
CC(C)(C)NC(=O)NC(=O)CN1CC=C(c2ccccc2)CC1
 : 0%, -5%, -5%, -12%, -16, 22%
CC(=O)c1c(C)[nH]c(C(=O)Nc2cccc(S(=O)(=O)N3CCCCC3)c2)c1C
 : 5%, 13µM*, -3%, x, -1, -27%
O=S(=O)(c1cccc2cccnc12)N1CCN(Cc2ccccc2)CC1
 : 2%, 15%, 5%, -4%, 6, -3%
O=C(NCCSCc1ccco1)Nc1cccc(Cl)c1
 : u, u, -16%, -11%, 46, -25%
c1ccn(-c2ccc(N3CCOCC3)cc2)c1
 : -23%, 16%, 1%, 1%, -37, 6%
C/C=C/c1ccc(OCCCCOc2ccc(OC)cc2)c(OC)c1
 : -2%, -3%, -14%, 4%, 7, -14%
COc1ccccc1-n1c(SCC(=O)OC(C)C)nc2cccnc21
 : -6%, 1%, u, -8%, -31, 14%
Cc1nc(NC(=S)NC(=O)COc2ccc(Cl)cc2)ccc1Br
 : -2%, 1%, u, -2%, -25, -21%
O=C(CSc1ccccn1)Nc1ccc(Cl)cn1
 : 15%, 6%, 10%, 0%, u, -7%
COc1ccc(NC(=O)c2c(NCc3cccs3)sc3c2CCCCC3)c(OC)c1
 : 5.6µM*, x, 3%, x, 0, x
Cc1cccc(C(=O)Nc2nc(-c3nnn(-c4cc(F)ccc4F)c3C)ns2)c1
 : 2%, x, 5%, x, -26, x
CC1CCN(CCCNC(=O)c2cc3c(Cl)nc4ccccc4c3s2)CC1
 : 0%, 13µM*, -7%, 0%, -91*, 55%
C=CCn1c(=O)c(C(=O)Nc2ccc(C)cn2)c(O)c2ccccc21
 : -7%, 15%, -15%, 6%, -16, 70%
O=C(O)CN(CCO)CCN(CC(=O)O)CC(=O)O
 : -10%, -7%[8.37 µM], -9%, u, x, -29%
CC(=O)Nc1ccc(S(=O)(=O)N2CCc3cc4c(cc3C2C)OCCCO4)cc1 (configuration not stated)
 : -15%, u, -10%, -5%, 6, 8%
O=C(CCC(=O)c1ccc(Oc2ccccc2)cc1)Nc1ccc(Cl)cc1Cl
 : 7%, 9%, -2%, 3%, u, -26%
COc1ccc(C(=O)NC2CCCCC2)cc1S(=O)(=O)N1CCCC1
 : -3%, u, u, 2%, 4, 5%

# Among those listed so far, these contain a furan ring, fused or not:
# Fields – Sm TGR inh, HCV inh, AmpC inh detg, Giardia FBPA inh, HCMV antiviral, AmpC inh no detg
O=C(OC(C(=O)NCc1ccc(F)cc1)c1ccccc1)c1ccco1 (configuration not stated)
 : -10%, 21%, -4%, x, -10, -6%
O=C(NCCSCc1ccco1)Nc1cccc(Cl)c1
 : u, u, -16%, -11%, 46, -25%

# The list goes on:
# Fields – Sm TGR inh, HCV inh, AmpC inh detg, Giardia FBPA inh, HCMV antiviral, AmpC inh no detg
O=C(COc1ccc2ccc(=O)oc2c1)N1CC[C@@]2(O)CCCC[C@H]2C1
 : 7%, u, u, -1%, 9, -13%
COC(=O)Cc1c(C)c2ccc(OC(=O)c3ccccc3)cc2oc1=O
 : -24%, u, u, -1%, 6, 10%
CN(C)c1ccc(C(=O)OCC(=O)c2ccc[nH]2)cc1
 : x, -7%, x, x, 34, -28%
Cc1ccc(S(=O)(=O)Nc2cc(C(F)(F)F)ccc2N2CCOCC2)c(C)c1
 : 0%, 0%, -10%, -1%, u, 54%
Cn1c(NC(=O)c2ccccc2F)cc(=O)n(C)c1=O
 : -3%, 12%, 8%, -3%, 4, -10%
CCOC(=O)CSc1nc(-c2ccncc2)ccc1C#N
 : 13%, -17%, -9%, 0%, 155, 13%
CCc1nc(NC(C)C)c2oc3ccccc3c2n1
 : -1%, -29%, -3%, 0%, -3, -22%
Cc1ccc(CNC(=O)C2CC(=O)N(C3CCCCCC3)C2)cc1 (configuration not stated)
 : -4%, 14%, -7%, 15%, -2, 60%[activator]
O=C(Cc1ccccc1Cl)Nc1cccc(S(=O)(=O)N2CCOCC2)c1
 : -9%, 7%, -11%, -1%, -28, -49%
O=C(N/N=C/c1cc2c(cc1Cl)OCO2)c1ccncc1
 : -15%, 15%, -6%, -12%, -30, -23%
CCOC(=O)CNc1nc(Cl)nc(N2CCCCC2)n1
 : -2%, -13%, -1%, 4%, -8, -1%
O=C(Nc1ccc(N2CCOCC2)cc1)Nc1ccc(Cl)c(Cl)c1
 : 0%, -12%, 1%, -1%, 14, -46%
CCCCNC(=O)CSc1nc(-c2ccc(OC)cc2)cc(C(F)(F)F)n1
 : 11%, x, 25%, x, -10, x
COc1ccc(-n2c(=O)c3ccccc3n(Cc3ccc(F)cc3)c2=O)cc1OC
 : -2%, 1%, -14%, 6%, 19, 16%
CC(=O)Nc1cc(OC(C)=O)c2nonc2c1OC(C)=O
 : 8.9µM*, u, u, 0.045µM*, -104*, -14%
CC1CCCCN1CCNC(=O)CN1C(=O)CSc2ccc(S(=O)(=O)N3CCCCC3)cc21 (configuration not stated)
 : 0%, u, -2%, x, -13, -3%
COC(=O)c1cnn2c(C(F)(F)F)cc(-c3ccc(F)cc3)nc12
 : -4%, -23%, -1%, 12%, -18, -6%
COc1ccc(/C=N/NC(=O)C(=O)N2CCN(c3ccccc3OC)CC2)cc1
 : -28%, 11%, -2%, 5%, 13, 4%
CCOc1ccc(NC(=O)C(=O)N/N=C/c2cccnc2)cc1
 : 0%, 14%, u, 0%, 14, -1%
FC(F)(F)c1cc(-c2ccc(Cl)cc2)nc(NCc2cccnc2)n1
 : -6%, 11µM*, -1%, -2%, -27, 4%
O=c1c(N2CCc3ccccc3C2)csc2ccc(F)cc12
 : 0%, x, 17%, x, -30, x
O=C(CCCOc1ccc(Cl)cc1Cl)N1CCC2(CC1)OCCO2
 : u, -7%, -6%, -7%, 28, 140%[activator]
CC(C)(C)C1CCC2(CC1)C(C#N)=C(SCC(=O)NC1CCCCC1)NC(=O)C2C#N (configuration not stated)
 : -27%, 4%, u, -4%, -63*, -20%
COC(=O)C(CC(C)C)N(Cc1cc(OC)cc(OC)c1)S(=O)(=O)c1ccccc1Br (configuration not stated)
 : x, u, x, x, -19, -23%
Cn1c(Cn2c(=O)sc3ccccc32)nnc1SCC(=O)N1CCCCCC1
 : -1%, -9%, -4%, 0%, -5, -16%
COCCOc1ccc(C(F)(F)F)cc1NC(=O)COC(=O)C12CC3CC(CC(O)(C3)C1)C2
 : 4%, -13%, 1%, 6%, 42, 197%[activator]
COc1ccc(NC(=O)CN2C(=O)CC(C)(C)S(=O)(=O)c3ccccc32)cc1
 : 0%, 10%, u, -7%, -8, 12%
Cc1ccc(CNS(=O)(=O)c2ccc(Br)s2)cc1
 : -2%, 0%, 4%, 3%, u, -31%
CCOc1ccccc1NC(=O)c1ccc(F)c(S(=O)(=O)N2CCN(c3ccc(F)cc3)CC2)c1
 : 4%, x, 9%, x, u, x
O=C1CCC([N+](=O)[O-])C(c2cccc3ccccc23)N1 (configuration not stated)
 : 1%, 9%, -4%, 1%, 49, -27%
Cc1ccc(CNC(=O)CN2C(=O)C3(SCC(=O)N3c3ccc(F)c(F)c3)c3ccccc32)cc1 (configuration not stated)
 : 0%, x, -6%, x, -12, x
CCNc1nc(NC(C)C)nc(N(C#N)CC(=O)OC)n1
 : -2%, -4%, 1%, 3%, -29, -23%
O=C(NCCN1CCOCC1)c1cccc(S(=O)(=O)Nc2ccc(Br)cc2)c1
 : 5%, -1%, 4%, x, 26, -18%
CSc1ccccc1NC(=O)CN(C)CC(=O)Nc1ccc(N2CCOCC2)cc1
 : -1%, 18%, 11%, -26%, 11, 5%
O=C(NCc1ccc2c(c1)OCO2)c1ccc2c(c1)C(=O)N(CC1CCCO1)C2=O (configuration not stated)
 : 7%, 29%, 2%, -1%, -9, -15%
Cc1oc(-c2ccccc2F)nc1CN1CCC(C(=O)NCc2cccs2)CC1
 : -12%, -20%, -10%, 7%, 13, 18%
O=C(Nc1ccccc1)c1ccc2c(c1)OCCCO2
 : -18%, 0%, -6%, -2%, 45, -13%
Cc1nn(CCCC(=O)N2CCc3ccccc3C2)c(=O)c2cc3sccc3n12
 : -15%, 11%, -13%, -11%, 11, 28%
COc1c(C(C)C)cc(NC(C)=O)cc1C(C)C
 : -3%, u, -6%, 8%, 43, 0%
Cc1ccc(OCC(=O)N(Cc2ccccc2)c2ccccn2)cc1
 : -5%, 6%, -3%, -8%, -29, -15%
COc1ccc(CCC(=O)Nc2nnc(C(C)(C)C)s2)cc1
 : 1%, 7%, 1%, -6%, -13, 35%
O=c1ccc2ccc(OCc3nnc(-c4ccccc4Br)o3)cc2o1
 : -32%, -1%, 3%, 7%, u, -17%
CC(OC(=O)c1cc(=O)[nH]c2ccccc12)C(=O)Nc1ccc(Cl)cn1 (configuration not stated)
 : -2%, 30%[activator], 0%, x, 0, -16%
O=C(Nc1cccc(Br)c1)c1cc2ccccc2o1
 : -24%, u, 3%, -28%, 3, -38%
O=C(COC(=O)c1ccc(Cl)nc1)Nc1ccc2c(c1)OCO2
 : -4%, 9%, 6%, -4%, -2, -30%
Nc1c(C(=O)c2ccc(Br)cc2)oc2ccccc12
 : 3%, -1%, -5%, 0%, 78, -28%
CC1CN(C(=O)N2CCC(C(=O)NCc3ccccc3F)CC2)c2cc(Cl)ccc2O1 (configuration not stated)
 : 31%, x, 15%, x, -11, x
Cc1ccc(C)c(NC(=S)NCCN(C2CCCCC2)C2CCCC2)c1
 : -32%, u, -15%, -1%, -38, -16%
CCN1CCN(CCCNC(=O)c2ccccc2NC(=O)C2=C(C)OCCS2)CC1
 : 4%, 13%, 4%, x, -26, -3%
COc1ccc(-c2cc(C)no2)cc1S(=O)(=O)N1CCOc2ccc(Cl)cc21
 : -2%&-11%, -2%, -12%&0%, -4%, u, -38%
O=C(N/N=C/c1ccccn1)c1ccc2nc[nH]c2c1
 : -2%, 6%, 4%, 16µM*, u, -25%
O=C(NCCN1C(=O)S/C(=C\c2ccc(Cl)c(Cl)c2)C1=O)c1cnccn1
 : 0%, -1%, -4%, -5%, -66*, -18%
CC(=O)N1CCN(c2ccc(NC(=O)c3ccc(C(C)(C)C)cc3)cc2)CC1
 : -20%, u, 0%, -2%, -86*, 175%[activator]
Cc1cccc(N(CC(=O)NC2CCCC2)C(=O)CS(=O)CC(=O)Nc2ccc3c(c2)OCO3)c1C (configuration not stated)
 : 0%, u, 3%, -12%, 50, 47%
O=C(CC(=O)Nc1cc(Cl)ccc1Cl)Nc1cc(Cl)ccc1Cl
 : 2%, -13%, -13%, 9%, -20, -38%
